# INS-1E GSIS act = primary screen for activators of insulin secretion dependent on glucose, INS-1E cells, GLuc reporter luminescence. activation, % at 16.6 µM. INS-1E GLuc reporter insulin secretion, 2-3 h. actives 0.61% (n = 370,000);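 active = lowest replicate activation of at least 40%, so every replicate reaches that level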;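 note: 0% = median of neutral control wells and 100% = median of IBMX positive control wells; some compounds called inactive have numbers as strong as hits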
# PAX8 inh HTS = PAX8 transcriptional activity inhibition; RMG-I TPO-luciferase reporter, SteadyGlo, 24 h; inhibition, % at 12.6 µM; actives 1.2% (n = 360,000);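 active = mean replicate inhibition at least 60% with every replicate also reaching 60%; inconclusive = only one of the two criteria is met; inactive = mean below 60% and not all replicates reaching 60%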;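 note: luciferase light reporting Pax8 driven TPO promoter activity; plate controls were median of neutral control wells for no effect and mitoxantrone controls for full effect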
# miR122 inh = miR-122 inhibition in Huh7 cells; Huh7 miR-122 Renilla luciferase sensor, 48 h; neutral wells = 0, positive control = 100; activation (reporter increase), % at 12.5 µM; actives 0.3% (n = 340,000); AID 602342;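 active = mean replicate activation score at least 90 and every replicate individually at or above 90; inconclusive = only one of the two criteria met; inactive = neither criterion met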;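 note: higher luciferase means less miR-122 activity so hits act as miR-122 inhibitors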
# FN deposition inh = fibronectin deposition inhibition; AH1F fibroblasts, Alexa488-fibronectin deposition fluorescence, overnight; inhibition, % at 12.6 µM; actives 0.086% (n = 350,000); AID 743247;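 active = mean inhibition across replicates of 30% or more, regardless of how many single replicates reach that level; inconclusive = mean under 30% yet at least half of replicates reach 30%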;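 note: positive control wells lacked labelled fibronectin entirely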
#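 Material: AH1F fibroblast monolayer depositing Alexa488-labelled fibronectin into matrix / Amount: 10000 AH1F cells per well / Signal: fluorescence 485/525 nm / Medium: DMEM, 2% serum / Compound: single dose, pinned / Incubation: 1 h cell adhesion before compound, then overnight fibronectin incubation / Reagent: Alexa488-FN, 24 nM final / Read-out: inhibition of fibronectin deposition signal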
# CFTR F508del cor = CFTR F508del correction in bronchial cells. actives 0.36% (n = 350,000). CFBE cells, YFP halide quenching; stimulated with forskolin plus potentiator P3; % fluorescence drop versus neutral controls. AID 720511. activity (quench increase), % at 7.58 µM;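 active = mean added fluorescence quench of at least 8% versus neutral control, with both replicates also reaching 8%; inconclusive = only one of the mean or replicate conditions met; inactive = mean below 8% and not both replicates reaching 8%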;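 note: cells transiently co-express mutant CFTR-F508del with the halide-sensitive YFP; corrector assay measuring rescue of mutant channel to the surface after 24 h compound exposure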
# EWS-Fli inh = blocks EWS/Fli oncoprotein-driven transcription. A673 NR0B1-luciferase reporter, viability-normalised. inhibition, % at 12.6 µM. actives 0.67% (n = 350,000). AID 651661;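 active = mean inhibition of at least 50% after viability correction, with every replicate also passing that limit; inconclusive = mean reaches 50% but only one of two replicates passes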;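 note: firefly luciferase signal divided by Alamar Blue viability fluorescence both relative to DMSO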
# DENV2 CPE = DENV2-induced cell death inhibition. DENV2-infected cells, cytopathic effect rescue, plate reader. actives 1.7% (n = 350,000). CPE inhibition, % at 9.99 µM. AID 651640; in the data active = CPE inhibition above about 20%, passing the limit was not always enough; inconclusive = no clear call, values can overlap the other calls; tested in BHK-21 cells;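 note: 0% = median of neutral control wells and 100% = median of positive control wells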
# An asterisk follows results filed as active; ? = inconclusive; . = no result given; [ ] = dose if it differs, or a comment.
SMILES,INS-1E GSIS act,PAX8 inh HTS,miR122 inh,FN deposition inh,CFTR F508del cor,EWS-Fli inh,DENV2 CPE
COC(=O)c1ccc(CN2CCN(C3CCCCC3)C(CCO)C2)cc1 (stereo not drawn),-2.5,-5.1,5.0,-2.6,0.4,-0.1,-0.8
O=C(OC(C(=O)Nc1cc(Cl)cc(Cl)c1)c1ccccc1)C1=COCCO1 (stereo not drawn),-30.6,-0.9,.,1.7,.,.,.
[N-]=[N+]=Nc1ccccc1C[C@@]1(C(=O)N2CCCCC2)N=C(c2ccc(OCCCO)cc2)O[C@@H]1c1ccccc1,.,-12.6,.,.,0.6,10.1,-5.5
C[C@@H]1CN([C@@H](C)CO)C(=O)Cc2cc(N(C)C)ccc2O[C@H]1CN(C)Cc1ccc(Cl)c(Cl)c1,-3.8,71.1*,-6.6[16.7 µM],1.2,-0.2,-1.4,-1.7
Cc1ccc(/C=C/C(=O)NCCCn2ccnc2)cc1,-5.6,-8.1,.,0.8,-0.9,-13.4,?
O=C(CN1CCN(c2ccccc2)CC1)c1ccc2cc[nH]c2c1,-25.9,7.9,.,-3.5,3.3,-12.5,-8.4
Clc1cccc(Cl)c1Cn1nnc(-c2cccs2)n1,.,-72.0,-4.4,-5.1,.,.,.
COc1ccc(COC(=O)CCNC(=O)c2ccc(Cl)cc2)cc1,-3.1,-15.2,-1.0,-2.5,1.7,-4.2,-9.1
Cc1ccc2nc(CN(C)C(=O)[C@@H](Cc3ccccc3)NC(=O)[C@H]3O[C@@H](n4cnc(C(N)=O)n4)[C@H](O)[C@@H]3O)[nH]c2c1,-9.3,-6.1,.,3.4,1.4,-5.2,9.8
CN(C(=O)CSc1nnc(C2CC2)n1C1CC1)C1(C#N)CCCCC1,-2.6,1.2,2.2,-5.7,-1.7,3.8,-1.3
CCCCn1c(N)c(N(CCOC)C(=O)c2ccc(F)c(S(=O)(=O)N3CCOCC3)c2)c(=O)[nH]c1=O,12.6,2.9,-0.4,-6.2,-2.7,0.2,-3.2
CCc1cc(C(=O)N2CCc3c([nH]c4ccccc34)C2c2ccc(OC)cc2F)no1 (stereo not drawn),-18.8,32.0,.,-3.4,-1.5,-50.3,13.2
CCOC(=O)[C@]12CCC=C1N(CCC1=CCCCC1)C(=O)[C@H](CC(=O)N1CCC(c3ccccc3)CC1)C2,-26.2,-3.9,.,-1.0,-0.9,7.5,-4.1
COC(=O)c1ccc(CSc2nc3ccccc3[nH]2)o1,.,-32.3,1.6,3.7,.,.,.
Cc1noc(C)c1NC(=O)Nc1ccc2c(c1)C(=O)N([C@@H](C)CO)C[C@@H](C)[C@@H](CN(C)C(=O)Nc1c(C)noc1C)OCCCC[C@@H](C)O2,30.9,-15.6,2.2[16.7 µM],-1.7,2.1,-9.3,-4.9
O=P(NCc1ccccc1)(OCc1ccccc1)OCc1ccccc1,-16.7,2.6,.,.,-3.8,3.1,-0.8
O=C(O)C1CC(C(=O)O)SS1 (stereo not drawn),9.6,0.6,0.4,9.4,1.3,17.8,-5.7
CCCCCC(=O)Nc1cccc2ccccc12,-6.9,21.5,.,-4.0,1.4,-19.1,-3.2
NS(=O)(=O)c1cc(C(=O)OC2CCOC2=O)ccc1Cl (stereo not drawn),19.9,7.6,2.6,.,3.3,0.5,4.6
O=C(CCC(=O)c1ccccc1)Nc1ccccc1OC(F)F,-17.3,10.5,-5.2,1.4,1.9,-9.5,2.5
[O-][n+]1c2c(nn1-c1ccccc1Cl)-c1nonc1CC2,33.3,.,4.5,-0.6,.,.,.
O=C(COC(=O)c1ccc2ccccc2n1)NC1CCCCC1,-2.3,-2.1,5.6,9.4,0.2,-5.9,-5.0
COc1ccc(C2CC(=O)C(c3ccccc3OC)=CN2Cc2ccccc2)cc1 (stereo not drawn),.,-1.3,.,-7.9,2.2,5.7,-9.7
Cc1ccc2c(c1)-c1c(cnn1CC(=O)NC(C)CCc1ccco1)CO2 (stereo not drawn),.,12.6,0.5,0.5,-1.8,-14.2,-2.0
CC(=O)Oc1ccc(C)cc1-n1nc2ccccc2n1,.,-239.0,4.5,-10.8,.,.,.
O=C(Nc1ccc(Br)cc1Cl)Nn1cnnc1,.,4.5,-2.5,-3.9,.,.,.
COc1ccccc1C1C(C#N)=C(N)Oc2cc(C)n(CCCn3ccnc3)c(=O)c21 (stereo not drawn),.,0.8,-6.3,-13.4,.,.,.
CCCC#Cc1cnc2c(c1)C(=O)N([C@@H](C)CO)C[C@@H](C)[C@@H](CN(C)C(=O)c1cnccn1)O2,17.4,.,10.2[16.7 µM],2.3,-1.2,-8.4,13.2
CC(C(=O)NCc1ccc(F)cc1)c1ccc([N+](=O)[O-])cc1 (stereo not drawn),-9.4,13.6,.,4.9,.,-7.1,-1.2
Nc1nc(COc2ccc(F)cc2)nc(N2CCCCC2)n1,23.2,-30.5,.,-2.2,-0.1,-18.7,0.4
COc1cc(NS(=O)(=O)c2c(C(=O)N3CCOCC3)c(C)n(C)c2C)cc(OC)c1OC,.,-7.6,8.5,5.8,1.2,5.9,5.6
Nc1ncccc1C(=O)OCC(=O)N1CCN(S(=O)(=O)c2ccc(Cl)cc2)CC1,2.6,-10.6,10.5,.,2.8,-3.2,45.3*
CC(C)Cn1c(SCC(=O)Nc2cccnc2Cl)nnc1-c1ccco1,.,0.8,.,3.8,-0.9,8.0,?
CCN(c1ccccc1)S(=O)(=O)c1cccc(C(=O)NCC2(N(C)C)CCCCC2)c1,-6.7,1.4,3.7,-21.1,2.3,-2.0,3.6
C[C@H](CO)N1C[C@H](C)[C@@H](CN(C)C(=O)c2ccncc2)Oc2ncc(C3=CCCCC3)cc2C1=O,-3.1,.,3.5[16.7 µM],.,0.5,0.3,10.3
O=C(Oc1ccc2ccccc2c1Cl)N1CCCCCC1,-15.0,12.5,.,4.3,1.7,-39.7,2.3
Cc1cccc(N=Nc2c(O)[nH]c3ccc(Br)cc23)c1,-6.5,-65.8,10.3,-2.8,2.3,-63.4,-1.9
Cc1cc(C(=O)N2CCc3c([nH]c4ccccc34)C2c2c(F)cccc2Cl)no1 (stereo not drawn),-10.8,25.1,0.0,7.9,-3.0,15.3,-3.7
COc1cccc(-c2ccc([C@@H]3[C@H](CO)N4CCCCN(S(=O)(=O)c5cn(C)cn5)C[C@@H]34)cc2)c1,5.3,-7.7,-2.9[16.7 µM],.,-3.4,-7.0,26.7*
CC(=O)Nc1ccc(S(=O)(=O)NCc2ccccn2)cc1,-5.7,-15.6,.,6.3,0.2,-7.9,-8.9
O=C(CC(F)(F)F)N1C[C@H]2[C@@H](c3ccccc31)[C@@H](CO)N2CC1CCOCC1,2.4,10.2,-7.1[16.7 µM],7.7,-0.7,-0.6,-10.4
O=C(CCSc1ccccc1)Nc1ccc(S(=O)(=O)Nc2ncccn2)cc1,17.3,26.3,.,.,-1.0,0.2,6.0
CC(=O)c1c(C)[nH]c(C(=O)COC(=O)CCOc2ccc(C)cc2)c1C,-1.5,-19.6,.,11.6,1.7,8.1,-10.1
CNC[C@H]1Oc2ccc(NC(=O)Cn3cnnn3)cc2C(=O)N([C@@H](C)CO)C[C@@H]1C,5.1,.,-4.4[16.7 µM],6.9,-1.8,2.3,16.6
Cc1ccc(OC(=S)Nc2ccccc2)c(C)c1,.,10.6,-11.9,-7.2,.,.,.
COc1cccc(-c2cccc(-c3nc(C(=O)NCCCN4CCOCC4)cc4c3[C@H](CCO)N(S(=O)C(C)(C)C)C4)c2)c1 (stereo partly drawn),-15.8,-12.8,-4.3,2.1,2.6,-1.8,?
O=C(O)c1cccc(S(=O)(=O)N2CC=C(c3ccccc3)CC2)c1,.,-1.0,-10.4,-4.0,-1.0,5.3,-2.5
Cc1nc(-c2nc(CC(=O)NNC(=O)c3ccc(Cl)cc3)cs2)cs1,-3.0,15.2,-8.9,5.3,0.5,7.6,3.1
O=c1c2c(nc3cc(-c4ccc(Br)cc4)[nH]n13)CCCC2,7.1,-197.3,8.0,-0.7,-5.7,-86.4,1.0
CC(=O)NC(c1ccccc1)c1nc(-c2cccc(C(=O)O)c2)cs1 (stereo not drawn),31.0,-42.9,-1.9,-10.2,1.3,-65.0,11.8
# The listing continues.
SMILES,INS-1E GSIS act,PAX8 inh HTS,miR122 inh,FN deposition inh,CFTR F508del cor,EWS-Fli inh,DENV2 CPE
C[C@H]1CN([C@@H](C)CO)C(=O)c2cccc(NC(=O)Nc3cccc4ccccc34)c2O[C@@H]1CN(C)S(=O)(=O)c1ccccc1,-2.2,11.8,-7.5[16.7 µM],.,-1.3,6.0,-4.3
CCOC(=O)C1(Cc2ccccc2C(F)(F)F)CCN(CC2CC2)CC1,9.9,6.6,5.1,12.5,-1.5,5.4,-4.0
Cc1ccc(NC(=O)CCNC(=O)c2ccccc2Cl)nc1,7.8,2.2,1.3,.,1.1,.,5.1
CCC(=O)N[C@@H]1C=C[C@H](CC(=O)NCC2CC2)O[C@@H]1CO,9.4,.,.,12.8,3.5,-6.9,-7.7
Cc1cc(-c2n[nH]c(=S)n2/N=C/c2ccc(C)o2)n[nH]1,7.4,28.4,.,-6.1,1.3,6.3,6.9
COc1ccc(C2c3c(noc3C)CC(C)(O)C2C(C)=O)cc1 (stereo not drawn),5.5,0.0,.,-7.6,0.5,9.6,9.5
O=C(NCC1CCC(C(=O)O)CC1)OCc1ccccc1 (stereo not drawn),.,10.3,.,3.3,1.4,7.1,17.2
COc1ccccc1NC(=O)CSc1nnc(C)n1Cc1ccccc1,-2.4,.,-0.4,.,0.0,1.6,5.5
C[C@H](CO)N1C[C@H](C)[C@@H](CN(C)C(=O)c2ccccc2)OCc2ccccc2-c2c(n(C)c3ccccc23)C1=O,-4.0,.,.,-1.0,-1.3,-0.6,-3.7
C[C@H]1CN([C@@H](C)CO)C(=O)c2cc(NC(=O)C3CC3)ccc2O[C@@H]1CN(C)S(=O)(=O)c1ccc(Cl)cc1,19.5,.,-11.2[16.7 µM],-2.5,2.2,2.7,-9.0

# Part of the list above in order of molar mass, lowest first.
SMILES,INS-1E GSIS act,PAX8 inh HTS,miR122 inh,FN deposition inh,CFTR F508del cor,EWS-Fli inh,DENV2 CPE
CCC(=O)N[C@@H]1C=C[C@H](CC(=O)NCC2CC2)O[C@@H]1CO,9.4,.,.,12.8,3.5,-6.9,-7.7
COc1ccc(C2c3c(noc3C)CC(C)(O)C2C(C)=O)cc1 (stereo not drawn),5.5,0.0,.,-7.6,0.5,9.6,9.5
Cc1ccc(NC(=O)CCNC(=O)c2ccccc2Cl)nc1,7.8,2.2,1.3,.,1.1,.,5.1
COc1ccccc1NC(=O)CSc1nnc(C)n1Cc1ccccc1,-2.4,.,-0.4,.,0.0,1.6,5.5

# Carrying on:
SMILES,INS-1E GSIS act,PAX8 inh HTS,miR122 inh,FN deposition inh,CFTR F508del cor,EWS-Fli inh,DENV2 CPE
COc1cccc(-c2ccc3n(c2=O)C[C@@H]2[C@@H](CO)[C@H](C(=O)NC4CCC4)N(S(C)(=O)=O)[C@H]32)c1,2.3,2.6,-1.5[16.7 µM],.,-0.5,2.5,-4.0
CN(C)c1ccc(/C=C/c2nc3ccccc3c(=O)[nH]2)cc1,8.8,-50.4,.,-7.9,2.2,78.8*,1.7
CCc1cccc2c1NC(=O)C2(O)N1CCCC(C)C1 (stereo not drawn),8.6,-7.5,4.5,2.3,0.9,-10.8,-5.1
COc1ccc(NC(=O)N(C)C[C@@H]2Oc3cc(-c4ccc(C)cc4)ccc3S(=O)(=O)N([C@@H](C)CO)C[C@H]2C)cc1,-43.7,.,5.9[16.7 µM],.,6.8,15.6,1.8
COc1ccc2cc(C(=O)/C=C/c3cc(OC)c(OC)c(OC)c3)ccc2c1,14.7,28.5,0.5,1.6,1.3,6.2,0.3
COc1ccc(C2C([N+](=O)[O-])=C(C)N(C)C(=O)N2C)cc1OC (stereo not drawn),2.7,8.0,1.6,7.0,-1.1,-3.3,-2.0
